Assay outcomes (PubChem)
NadD inh: inhibitors of Staphylococcus aureus NadD. AID 602399. purified NadD enzyme, colorimetric absorbance read-out. 360,000 compounds, 0.78% hits. inhibition, % at 20 µM; in the data active means inhibition above about 26%; further: some compounds past the cut are filed as inactive
SKN-1 block: blocks SKN-1 activity in C. elegans; 360,000 compounds, 0.49% hits; inhibition, % at 21.8 µM; C. elegans VP596 Pgst-4::GFP/RFP ratio, acrylamide-induced, 24 h;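 active means interference check ratio from 0.5 to 1.5 plus GFP to RFP signal ratio inhibition reaching or exceeding a fixed threshold, cut at about 30% in these data, passing the limit was not always enough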; further: some compounds called inactive have numbers as strong as hits
STEP block: STEP (human) phosphatase inhibition; inhibition, % at 20 µM; 360,000 compounds, 0.25% hits; recombinant STEP, OMFP fluorogenic substrate, fluorescence;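 active means inhibition at 20 µM, scaled per plate between control wells, above about 37%, limit read from the data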;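 further: 0% = DMSO with enzyme and substrate and 100% = substrate only without enzyme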
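System: STEP (striatal-enriched tyrosine phosphatase) enzyme, cell-free; medium: Bis-Tris pH 6.0 buffer with DTT, detergent; dosing: 20 µM, 1% DMSO; times: reaction 20 min, ambient temperature; detection: fluorescence, 480/540 nm; read-out basis: normalized % inhibition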
Neddyl block: cullin neddylation inhibition | 360,000 compounds, 0.58% hits | calls only at 25 µM | TR-FRET cullin neddylation, biochemical | AID 651699; in the data active means inhibition above about 36%
SUMO1 PPI mod: SUMO1-SIM interaction modulation; P63165; SUMO1 binding to a labelled peptide, TR-FRET, 1 h; inhibition, % at 20 µM; 360,000 compounds, 0.33% hits; in the data active means inhibition above about 37%
Tb MetRS inh: Trypanosoma brucei MetRS inhibition; 360,000 compounds, 0.4% hits; purified T. brucei MetRS, ATP depletion, Kinase-Glo luminescence; inhibition, % at 11.9 µM;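 active means inhibition above a per-plate cutoff of the control wells' mean inhibition plus 3 SD, cut at about 5.5% in these data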;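 further: 0% = DMSO wells median and 100% = median of wells with control inhibitor compound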
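Dosing: 11.9 µM single point; system: parasite MetRS enzyme; technique: luminescence of leftover ATP; times: 15 min enzyme-compound preincubation, 2 h reaction, 10 min detection, 25 °C; replicates: each compound tested once; read-out basis: percent inhibition relative to median high and low control wells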
LMPTP inh: LMPTP (human) inhibition | recombinant LMPTP-A, OMFP fluorogenic substrate, fluorescence intensity | 360,000 compounds, 0.22% hits | AID 651560 | inhibition, % at 20 µM;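 active means compounds that cut the enzyme signal by at least half of the control window in the single-dose screen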;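 further: plate controls were DMSO wells with enzyme plus substrate for no effect and substrate without enzyme for full effect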
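Assay system: LMPTP-A phosphatase enzyme | Input: 0.625 nM enzyme | Also added: Fluorogenic phosphatase substrate OMFP at 400 µM final | Compound dosing: One test concentration per compound, 20 µM, with 3% DMSO overall | Schedule: 50 min enzyme reaction at room temperature, protected from light | Signal: Fluorescence intensity | Benchmarks: no-enzyme and uninhibited controls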
NRP1-CendR mod: NRP-1/CendR interaction modulation | inhibition, % at 25 µM | FAM-RPARPAR peptide binding to NRP-1, fluorescence polarization | O14786 | 360,000 compounds, 0.85% hits;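 active means inhibition or corrected inhibition above about 18%, plus a signal ratio from 0.5 to 1.5, limit read from the data, passing the limit was not always enough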; further: strong numbers were not always called active
Scp-1 inhibitor: inhibitors of human Scp-1 phosphatase. Q9GZU7. Recombinant Scp1, phosphopeptide, malachite green phosphate absorbance. inhibition, % at 20 µM. 340,000 compounds, 0.88% hits;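 active means inhibition above about 50% at 20 µM, limit read from the data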;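 further: plate controls were DMSO wells with enzyme for no effect and wells lacking enzyme for full effect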
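System: truncated SCP-1 phosphatase (76-261aa); medium: Tris acetate buffer pH 5.5 with MgCl2 and Tween-20; incubation: 45 min room-temperature reaction, 5 min colour, 30 min stabiliser; compound: single 20 µM dose, 1% DMSO; reagent: Phosphorylated 17-residue peptide substrate; read-out: % inhibition at 20 µM; technique: colorimetric free-phosphate detection, absorbance 630 nm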
DNMT1 inh: inhibitors of human DNMT1. P26358. 360,000 compounds, 0.83% hits. inhibition (reported as % activation of signal), % at 10 µM. DNMT1 molecular beacon, Hinp1I cleavage, fluorescence. AID 588458; in the data active means inhibition above about 50%
Target sequence (P26358 504-1616 limits assumed): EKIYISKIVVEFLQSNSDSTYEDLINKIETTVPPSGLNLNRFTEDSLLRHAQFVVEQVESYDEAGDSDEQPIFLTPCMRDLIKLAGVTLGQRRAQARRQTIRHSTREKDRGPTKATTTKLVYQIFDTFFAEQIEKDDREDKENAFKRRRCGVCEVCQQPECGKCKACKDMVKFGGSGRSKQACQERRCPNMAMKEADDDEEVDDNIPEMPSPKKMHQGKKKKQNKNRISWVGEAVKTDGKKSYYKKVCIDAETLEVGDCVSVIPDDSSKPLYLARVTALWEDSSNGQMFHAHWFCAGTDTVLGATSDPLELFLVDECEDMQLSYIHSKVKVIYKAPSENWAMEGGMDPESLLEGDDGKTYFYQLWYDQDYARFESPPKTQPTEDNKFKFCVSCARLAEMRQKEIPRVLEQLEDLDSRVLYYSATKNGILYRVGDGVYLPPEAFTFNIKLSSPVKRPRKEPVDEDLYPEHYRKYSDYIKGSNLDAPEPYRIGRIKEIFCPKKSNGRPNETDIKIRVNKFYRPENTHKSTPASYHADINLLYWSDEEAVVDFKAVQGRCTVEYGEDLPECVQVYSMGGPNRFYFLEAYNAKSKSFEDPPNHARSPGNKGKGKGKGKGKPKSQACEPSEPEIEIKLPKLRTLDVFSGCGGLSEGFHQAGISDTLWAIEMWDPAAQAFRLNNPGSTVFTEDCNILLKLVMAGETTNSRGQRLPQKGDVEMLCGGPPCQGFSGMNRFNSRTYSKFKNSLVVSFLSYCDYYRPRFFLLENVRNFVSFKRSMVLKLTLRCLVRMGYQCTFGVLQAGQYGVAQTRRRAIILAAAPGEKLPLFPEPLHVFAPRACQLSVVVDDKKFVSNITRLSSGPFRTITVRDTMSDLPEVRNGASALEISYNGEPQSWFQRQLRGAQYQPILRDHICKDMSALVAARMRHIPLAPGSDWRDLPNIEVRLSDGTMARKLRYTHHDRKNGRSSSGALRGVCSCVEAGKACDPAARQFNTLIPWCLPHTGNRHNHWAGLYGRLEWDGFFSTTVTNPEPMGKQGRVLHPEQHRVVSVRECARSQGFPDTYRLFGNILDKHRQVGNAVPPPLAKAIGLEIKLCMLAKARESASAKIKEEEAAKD
An asterisk follows results filed as active; i = inactive; x = not tested or not shown; + = active, no number.

Sequence of screens: NadD inh | SKN-1 block | STEP block | Neddyl block | SUMO1 PPI mod | Tb MetRS inh | LMPTP inh | NRP1-CendR mod | Scp-1 inhibitor | DNMT1 inh
1: COc1ccccc1C(CNC(=S)NCc1ccccc1)N1CCCC1 (centres undefined)
→ -1 | -3 | 6 | i | -1 | -0.8 | 0.0 | -5 | -12 | 0
2: COC(=O)CCCC1=CC2=C(c3ccccc3)C(=O)C(C)(OC(=O)C3CCCC3)C(=O)C2=CN1Cc1ccc(OC)cc1 (centres undefined)
→ 9 | 3 | 3 | i | -20 | 0.5 | -0.1 | 15 | 2 | -6
3: COc1cc(C2c3c(n[nH]c3C)C(=O)N2c2ccc(C)cc2)ccc1O (centres undefined)
→ 3 | 8 | 2 | i | 5 | 0.1 | -1.1 | -2 | -2 | 2
4: O=c1ccc2ccc(O[C@@H]3O[C@H](CO[C@@H]4OC[C@](O)(CO)[C@H]4O)[C@@H](O)[C@H](O)[C@H]3O)cc2o1
→ -4 | -6 | -1 | i | -2 | -0.4 | 0.4 | -5 | 8 | 2
5: COc1ccc(N2CCN(S(=O)(=O)c3cn(C)cn3)CC2)cc1
→ 1 | 7 | -4 | i | 0 | 0.0 | 0.0 | 12 | -8 | 0
6: O=c1[nH]nc(SCc2ccccc2)c(=O)[nH]1
→ -5 | 11 | 2 | i | 1 | -0.4 | -2.4 | -7 | -2 | 7
7: O=C(Nc1ccccc1C(=O)Nc1ccc(F)cc1)c1ccco1
→ -4 | 14 | -2 | i | -1 | -0.3 | 0.2 | 4 | -7 | 2
8: CC(C)c1nc(SCC(=O)NCC2CCCO2)c2c(=O)n(C)c(=O)n(C)c2n1 (centres undefined)
→ -5 | -3 | -2 | i | 2 | 0.3 | -0.5 | 5 | -5 | 2
9: COc1ccc(-c2cc(C(=O)OC3CCOC3=O)c3ccccc3n2)cc1OC (centres undefined)
→ -3 | -11 | 6 | i | -12 | -0.1 | 0.7 | -3 | 0 | -5
10: Cc1noc(C)c1CSCC(=O)Nc1cccc(C(F)(F)F)c1
→ -2 | -7 | 0 | i | -8 | -0.3 | 1.1 | 9 | -8 | -1
11: Brc1ccc(CN2CC[C@H]3C=CCc4cccc(c43)C2)cc1
→ -3 | 15 | -2 | i | 4 | -0.2 | 0.5 | 4 | 2 | 2
12: O=C(N/N=C/c1coc2ccccc2c1=O)c1cc(Br)ccc1O
→ 7 | 1 | -5 | x | 9 | 0.3 | -0.5 | 70 | 6 | 1
13: CCN(CC)C(=O)c1cc(C(C)(C)C)c(O)c(C(C)(C)C)c1
→ 3 | 3 | -7 | i | -2 | -0.2 | -0.7 | 4 | -9 | 2
14: COc1ccc(-c2nc3cc(C)c(Br)c(C)n3c2Cc2ccc(C)cc2)cc1OC
→ 0 | -6 | -3 | i | 5 | -0.4 | 3.2 | -7 | x | 6
15: O=C(O)CCCCCCCCCC[n+]1ccccc1
→ 0 | -9 | -2 | i | 1 | -0.5 | -1.4 | 11 | -7 | 1
16: CCOC(=O)c1c(C)[nH]c(C(=O)OCC(=O)N2CCN(S(=O)(=O)c3ccc(C)cc3C)CC2)c1C
→ -8 | 9 | -2 | i | 1 | -0.3 | 1.8 | 8 | -12 | -12
17: C/C(=N\Nc1ccccn1)c1ccc(C#N)cc1
→ -6 | 12 | -1 | i | -13 | 0.3 | 0.5 | -13 | -10 | 4
18: CC(OC(=O)c1cccc(-n2cnnn2)c1)C(=O)NC1(C#N)CCCCC1 (centres undefined)
→ 1 | 6 | -1 | i | 1 | -0.4 | -1.2 | 9 | -10 | 5
19: Cc1ccc(S(=O)(=O)n2ccc(-c3cccc(OCc4c(F)cccc4Cl)c3)n2)cc1
→ -8 | -2 | 1 | i | 1 | 0.1 | 1.1 | 2 | -10 | 6
20: Cc1ccc(C(O)c2ncc(-c3cccc(F)c3)[nH]2)cc1 (centres undefined)
→ -2 | 8 | -1 | i | -3 | -0.4 | -1.2 | 1 | x | 1

The results go on:
Sequence of screens: NadD inh | SKN-1 block | STEP block | Neddyl block | SUMO1 PPI mod | Tb MetRS inh | LMPTP inh | NRP1-CendR mod | Scp-1 inhibitor | DNMT1 inh
21: Clc1ccccc1/C=N/c1cc(-c2ccccc2)nn1-c1ccccc1
→ -3 | 3 | -9 | i | 0 | -0.6 | 2.1 | -1 | -6 | -2
22: COc1ccc(NC(=O)COc2ccc(/C=C/c3cc[n+](C)cc3)cc2OC)cc1
→ 5 | 0 | -4 | i | -30 | -0.5 | 2.9 | -6 | 4 | 1
23: O=C(Nc1ccc(N=Nc2ccccc2)cc1)c1ccccc1Cl
→ -5 | 25 | 0 | i | 0 | 0.2 | 2.5 | -2 | -9 | -1
24: O=C(COC(=O)c1cc(S(=O)(=O)N2CCc3ccccc3C2)ccc1Cl)NCc1ccco1
→ 27 | 0 | 0 | i | 6 | -1.0 | 0.4 | -10 | 46 | 22
25: O=C(c1ccc(F)cc1)c1cn(Cc2ccc(F)cc2)c2cc3c(cc2c1=O)OCCO3
→ 12 | 6 | 2 | i | 5 | -0.4 | 1.6 | -2 | 10 | -8
26: O=C(CN(C(=O)c1csnn1)c1ccc(Br)cc1)NC1CCCCC1
→ 0 | 0 | 1 | i | 0 | -0.7 | -1.0 | -1 | -5 | 4
27: O=C(COC(=O)c1ccc(NS(=O)(=O)c2ccc(F)c(F)c2)cc1)NCC1CCCO1 (centres undefined)
→ -9 | 10 | 0 | i | 0 | -0.3 | -0.8 | -8 | 12 | 1
28: CC1CCCC(C)N1C(=O)COc1ccc(C(=O)Nc2ccccc2N2CCOCC2)cc1 (centres undefined)
→ -4 | 2 | -1 | i | 1 | -0.7 | -0.3 | -4 | -5 | -5
29: COc1ccc(CNC(=O)N2CCN(c3ccccc3)CC2)cc1
→ -13 | -6 | 4 | i | 6 | -0.5 | 0.3 | 4 | -6 | 4
30: Cc1nc(NC(C)(C)CO)c([N+](=O)[O-])cc1[N+](=O)[O-]
→ -2 | 3 | 0 | i | -31 | 0.1 | -0.6 | 10 | -10 | 1
31: Cc1ccc(NNC(=O)c2ccno2)c(C)c1
→ -4 | 0 | -2 | i | 1 | 4.4 | -1.1 | 0 | -7 | -5
32: CCOc1ccc(S(=O)(=O)Nc2cccc(C(=O)NCC(c3ccc(OC)cc3)N3CCOCC3)c2)cc1 (centres undefined)
→ 4 | 12 | 0 | i | 2 | 0.0 | 0.6 | 6 | -5 | -2
33: Cc1c(/C=N/NC(=O)c2cccnc2)cc(C#N)n1C
→ -4 | -4 | -1 | i | 4 | -0.2 | 1.0 | 10 | -9 | 0
34: O=C(O)C1CCN(C(=O)CCN2C(=O)S/C(=C\c3ccccc3)C2=O)CC1
→ -4 | 14 | 0 | i | -21 | 0.1 | -0.7 | 12 | -5 | 2
35: Cc1ccc(NC(=O)c2ccc(-n3cncn3)c([N+](=O)[O-])c2)cc1F
→ -3 | -5 | -2 | i | -29 | 13* | 0.2 | -3 | -4 | -3
36: O=C(O)C(Cc1ccccc1)NC(=O)C(c1ccccc1)c1ccccc1 (centres undefined)
→ -3 | 25 | 2 | i | 4 | -0.3 | -2.6 | 2 | -5 | 1
37: CCOC(=O)c1cnc(-c2ccccc2)[nH]c1=O
→ 2 | -16 | -2 | i | 3 | -1.4 | -0.1 | 4 | 3 | 6
38: c1ccc2c(c1)ccc1nnc(-c3ccc4c(c3)OCO4)n12
→ 3 | -3 | 4 | + | -2 | -0.5 | 0.2 | -20 | 3 | 3
39: C/C(=N\NC(=O)CCCNc1ccccc1)c1ccncc1
→ -6 | -1 | -2 | i | -1 | -0.9 | -1.6 | 3 | -1 | -2
40: COc1ccc(C(CNC(=O)CNC(=O)c2cccc(C)c2)N2CCOCC2)cc1 (centres undefined)
→ -6 | 2 | -3 | i | 2 | -0.4 | -0.7 | -9 | 4 | 0

Carrying on.
Sequence of screens: NadD inh | SKN-1 block | STEP block | Neddyl block | SUMO1 PPI mod | Tb MetRS inh | LMPTP inh | NRP1-CendR mod | Scp-1 inhibitor | DNMT1 inh
41: COc1cc(-c2noc(C)c2/C=C/c2ccc(C(=O)O)cc2)cc(OC)c1OC
→ -8 | -6 | 2 | i | -3 | -0.3 | 2.1 | -20 | 16 | 61*
42: COc1cccc(C2/C(=C(\O)c3ccc4c(c3)OCCO4)C(=O)C(=O)N2CCCn2ccnc2)c1 (centres undefined)
→ 9 | 5 | 0 | i | -5 | -0.5 | 3.9 | 7 | -5 | 1
43: COC(=O)CCN(Cc1cc(OC)ccc1OC)S(=O)(=O)c1ccccc1Br
→ -4 | 7 | 0 | i | 5 | 0.4 | 0.2 | -1 | 1 | -9
44: COc1ccc(-c2coc3c(C(=O)NCc4ccc(OC)c(OC)c4)cccc23)c(C)c1
→ -1 | 25 | 0 | i | 6 | -0.2 | 6.9 | -8 | x | -3
45: COc1ccc(NC(=O)c2ccccc2C(=O)N2CCCCC2)cc1
→ 6 | 3 | 2 | i | -7 | 0.1 | -0.8 | 9 | -5 | -1
46: O=C(c1ccco1)N1CCN(C(=O)c2cnn(-c3ccc(F)cc3)c2-n2cccc2)CC1
→ -3 | 0 | -3 | i | 2 | -0.3 | -1.2 | -11 | x | 3
47: CCOC(=O)c1c(NC(=O)CCC(=O)N(CC)CC)sc2c1CC(C)(C)OC2
→ -2 | 5 | 0 | i | 0 | 0.1 | -1.4 | -22 | 6 | 0
48: O=C(c1ccc(S(=O)(=O)Cc2cc(F)ccc2F)c([N+](=O)[O-])c1)N1CCOCC1
→ 0 | -13 | 3 | i | -36 | -0.4 | 1.4 | 12 | x | 6
49: CCS(=O)(=O)N1CCC(C(=O)Oc2ccc(Br)cc2)CC1
→ -3 | -23 | -2 | i | 0 | -0.5 | 0.1 | 0 | 0 | 4
50: O=C(N[C@@H]1C[C@H]2CC[C@@H]1C2)c1ccco1
→ -2 | -2 | -2 | i | -2 | -0.9 | 0.0 | 16 | 0 | 1
51: CCCCC[C@@H](C)N1C[C@@H](COCc2ccccc2)Oc2cc(N3CCC[C@H]3COC)ccc2S1(=O)=O
→ -6 | 8 | x | i | -2 | -0.3 | 5.8 | 4 | x | x
52: C/C(CC(=O)NC(C)C)=N\NC(=O)C(c1ccccc1)c1ccccc1
→ -4 | -5 | -2 | i | 2 | -0.3 | -0.8 | 0 | -4 | -1
